Source: PubChem BioAssay
HttQ103 aggreg = qHTS Multiplex Assay to Identify Dual Action Probes in a Cell Model of Huntington: Aggregate Formation (GFP); PC12 HttQ103-GFP aggregates, Acumen cytometry, 40 h; 220,000 tested, 1.1% active; AID 1688, 2009; Potency, µM (highest dose often 46.1 µM), inactives show top-dose activity change, negative = inhibition, most hits filed as inhibitors; note: potency is the fitted concentration of half-maximal effect; % is set by controls: 0 for no effect and ±100 for the full control effect; nearly all actives have a fitted effect of over 60% in size
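Aggregate formation scored by laser-scanning cytometer (488 excitation, 500–530 emission) in lysed PC12 cells expressing Q103-GFP after 100 nM tebufenozide induction; library tested in dose series, with ATPLite reagent added in the multiplex.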
GAA glycogen mod = qHTS Assay for Inhibitors and Activators of Human alpha-Glucosidase Cleavage of Glycogen; Lysosomal alpha-glucosidase (Homo sapiens), P10253; 300,000 tested, 0.38% active; recombinant GAA, glycogen substrate, Amplex Red glucose oxidase fluorescence; Potency, µM (titrated, usually from 76.4 µM), inactives show at the highest dose activity change, negative = inhibition, usual class: inhibitors;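 note: potency is the fitted concentration of half-maximal effect; 0% = full enzyme reaction and -100% = no-enzyme basal signal; the screen sought inhibitors and activators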
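Recombinant human alpha-glucosidase (4 nM final) hydrolysed bovine liver glycogen (30 ug) for 40 min at 37 C in pH 5.0 citrate/phosphate with 0.01% Tween-20. Released glucose detected by glucose oxidase/Amplex Red, Ex 573/Em 610 nm. Compounds up to 77 uM; AC50 from Hill fits.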
LMNA splice mod = qHTS Assay for Modulators of Lamin A Splicing; HeLa LMNA splicing GFP/RFP minigene ratio, 48 h; Potency, µM (highest dose often 46.1 µM), for inactives: at the highest dose ratio change, negative = inhibition, most hits filed as inhibitors; 200,000 tested, 0.01% active; active = well fitted inhibition curve with a large enough effect in the signal ratio, with a control signal flat, not every such curve was filed as active; inconclusive = small, poorly fitted or top-dose-only effect, or effect the other way, or a change in a side signal; the % refers to the signal ratio; note: potency is the fitted concentration of half-maximal effect; % is set by controls: 0 for no effect and ±100 for the full control effect
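S3 HeLa stable clones carrying a lamin A-EGFP splicing minigene plus DsRed2 were seeded at 600 cells/well in Opti-MEM with 2% FBS, pin-dosed and incubated 48 h at 37°C. Acumen cytometry (488 nm) gave the GFP/RFP total-intensity ratio.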
aGlu spleen mod = qHTS Assay for Inhibitors and Activators of Human alpha-Glucosidase From Spleen Homogenate. AID 2112, 2009. Lysosomal alpha-glucosidase (Homo sapiens), P10253. human spleen homogenate, 4-MU-alpha-glucoside fluorescence. Potency, µM (doses to about 79.9 µM), for the others: at the top dose activity change, negative = inhibition, actives largely listed as inhibitors. 240,000 tested, 0.006% active;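 note: potency is the fitted concentration of half-maximal effect; 0% = enzyme with vehicle and -100% = no enzyme basal signal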
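Compounds were titrated against alpha-glucosidase in spleen homogenate at pH 5.0, with 1 mM 4-methylumbelliferyl substrate for 40 min at 37 C. Reactions were quenched with pH 10 NaOH/glycine and fluorescence measured.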
GAA inhib = qHTS Assay for Inhibitors of Human alpha-Glucosidase as a Potential Chaperone Treatment of Pompe Disease | purified human GAA, 4-MU-alpha-glucoside fluorescence | 200,000 tested, 0.005% active | Lysosomal alpha-glucosidase (Homo sapiens), P10253 | AID 1466, 2008 | Potency, µM (series often up to 76.9 µM), for the others: top-dose activity change, negative = inhibition, usual class: inhibitors;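 note: potency is the fitted concentration of half-maximal effect; plate controls were uninhibited enzyme wells for no effect and no-enzyme background for full effect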
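Fluorescence at Ex 365/Em 440 nm from 4-methylumbelliferone reported enzyme activity after 20 min at room temperature. Reactions used 4 nM enzyme and 400 uM substrate at pH 5.0; curves fitted with the Hill equation.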
CBFb RUNX1 block = qHTS Assay for Compounds Blocking the Interaction Between CBF-beta and RUNX1 for the Treatment of Acute Myeloid Leukemia; Runt-related transcription factor 1 (Homo sapiens) + Core-binding factor subunit beta …; AlphaScreen CBFb-His/RUNX1-biotin binding, biochemical; Potency, µM (highest dose often 59.8 µM), without a hit: at the top dose activity, negative = inhibition, usual class: inhibitors; 230,000 tested, under 10 active; AID 1477, 2009; note: % of control where 0% means no effect
Target sequence (Q01196 whole entry, looked up): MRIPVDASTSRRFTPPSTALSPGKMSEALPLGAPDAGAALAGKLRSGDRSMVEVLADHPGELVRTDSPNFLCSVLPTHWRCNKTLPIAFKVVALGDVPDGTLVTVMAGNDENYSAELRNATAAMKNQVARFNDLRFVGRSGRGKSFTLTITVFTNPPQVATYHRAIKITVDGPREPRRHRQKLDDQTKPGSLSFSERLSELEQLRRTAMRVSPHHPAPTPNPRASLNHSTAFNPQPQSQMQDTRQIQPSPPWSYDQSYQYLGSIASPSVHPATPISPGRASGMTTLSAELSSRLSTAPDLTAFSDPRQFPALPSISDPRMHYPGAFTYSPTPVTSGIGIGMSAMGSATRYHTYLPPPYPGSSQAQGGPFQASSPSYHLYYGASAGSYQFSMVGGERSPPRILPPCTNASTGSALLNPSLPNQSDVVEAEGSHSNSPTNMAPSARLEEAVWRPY
Target sequence (Q13951 whole entry, looked up): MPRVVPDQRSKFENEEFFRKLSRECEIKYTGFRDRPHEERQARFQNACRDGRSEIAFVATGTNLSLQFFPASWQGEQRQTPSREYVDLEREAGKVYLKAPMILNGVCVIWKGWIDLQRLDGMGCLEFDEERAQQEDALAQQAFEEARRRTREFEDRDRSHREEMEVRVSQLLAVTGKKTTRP
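His-tagged CBF-beta and biotinylated RUNX1 (30 nM each) were premixed 20 min at room temperature, exposed to compound for 15 min, then given nickel-chelate and streptavidin AlphaScreen beads (50 ng each). After 90 min, AlphaScreen signal was read.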
HTT cytoprotect = qHTS Multiplex Assay to Identify Dual Action Probes in a Cell Model of Huntington: Cytoprotection (ATP) | 230,000 tested, 0.14% active | PC12 HTT-Q103 induced, cytoprotection, ATP luminescence, 40 h | Potency, µM (titrated, usually from 56.4 µM), without a hit: cytoprotection (ATP increase), most hits filed as activators;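 note: potency is the fitted concentration of half-maximal effect; % of control where 0% means no effect; nearly all actives have a fitted effect of over 45% in size; toxic huntingtin expression switched on by the ecdysone agonist tebufenozide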
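Compounds were screened for protection of PC12 cells against cell death after tebufenozide induction (100 nM final) of mutant Huntingtin exon 1 (Q103) fused to GFP.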
An asterisk follows results filed as active; ? = inconclusive; nt = no result given; [ ] = dose if it differs, or a comment. Unless noted, calls come from the whole dose curve; as a rule, active = well fitted curve in the direction sought with a large enough effect; inconclusive = small, poorly fitted or top-dose-only effect, or another doubt; inactive = no such curve, though single readings can be large; an effect the other way counts as inactive or inconclusive.

SMILES	HttQ103 aggreg	GAA glycogen mod	LMNA splice mod	aGlu spleen mod	GAA inhib	CBFb RUNX1 block	HTT cytoprotect
O=C(COC(=O)C1=COCCO1)Nc1cc(S(=O)(=O)N2CCCCC2)ccc1Cl	18%	8%	6%[46 µM]	-5%	-1%	-6%	-16%
CCCCCCCC(=O)N/N=C/c1cccnc1	24%[9.22 µM]	3%	14%	-2%	-1%	2%	12%
Cc1occc1-c1nnc(SCC(=O)c2c[nH]c3ccccc23)n1C	16%[9.22 µM]	-4%	15%	0%	0%	-7%	-11%
CC(=O)Nc1ccc(S(=O)(=O)Nc2ccc(Cl)nn2)cc1	1%	11%	-2%	-1%	6%	3%	22%[10 µM]
N#CCCn1c(=O)c(-c2cc(F)cc(F)c2)nc2cnc(Oc3ccccc3)nc21	nt	nt	-5%	-4%	nt	nt	-50%[inhibitor]
COc1ccc(-n2c(=S)[nH]c3ncccc3c2=O)cc1	2%[9.22 µM]	7%	nt	1%	nt	1%	12%[10 µM]
C=CCNC(=S)N/N=C/c1ccc(-c2ccc(Br)cc2)o1	?	-12%	-8%	0%	0%	-7%	nt
CC(C)C(NC=C1C(=O)OC(C)(C)OC1=O)C(=O)O (centres undefined)	-8%	-1%	12%	1%	-6%	-12%	-8%
COc1ccc(OC)c(NC(=O)c2cc(-c3cc(Cl)ccc3O)n[nH]2)c1	-3%	5%	?	-9%	?	-7%	0%
CC[C@@H]1C(c2cccc(C)c2)=NN(c2ccccc2)[C@H]1C(=O)N1CCOC1=O	nt	nt	nt	7%[119 µM]	nt	?	-61%[inhibitor]

Given with bars between the fields: entries from further up
molecule | HttQ103 aggreg | GAA glycogen mod | LMNA splice mod | aGlu spleen mod | GAA inhib | CBFb RUNX1 block | HTT cytoprotect
COc1ccc(-n2c(=S)[nH]c3ncccc3c2=O)cc1 | 2%[9.22 µM] | 7% | nt | 1% | nt | 1% | 12%[10 µM]
C=CCNC(=S)N/N=C/c1ccc(-c2ccc(Br)cc2)o1 | ? | -12% | -8% | 0% | 0% | -7% | nt

Further entries follow.
SMILES	HttQ103 aggreg	GAA glycogen mod	LMNA splice mod	aGlu spleen mod	GAA inhib	CBFb RUNX1 block	HTT cytoprotect
O=C(Cc1ccccc1)NCc1ccncc1	39%[9.22 µM]	-9%	nt	0%	?	1%	?
COC(=O)c1ccccc1CCC(C)=O	33%	1%	?	4%	2%	-3%	-9%
O=C(CCC(=O)NNc1nc2ccccc2c2nc(-c3ccccc3)nn12)NCCCN1CCCC1=O	-22%	-13%	nt	4%	-3%	18%	6%
O=C1CC(c2ccccc2F)c2c(c3ccccc3[nH]c2=O)O1 (centres undefined)	-23%[9.22 µM]	3%	nt	6%	nt	-1%	-10%[10 µM]
COC(=O)CCCCCCCCC(O)CN1CCCCC1 (centres undefined)	-26%	-2%	6%	4%	1%	5%	7%[10 µM]
Cc1cc(C)n(-c2ccc(Cl)c(C(=O)O)c2)n1	8%[9.22 µM]	-10%	nt	-2%	-1%	1%	-24%[10 µM]
COc1ccc(-n2c(=O)c(CCc3ccccc3)nc3cncnc32)cc1	nt	nt	-8%	-10%	nt	nt	6%
Cc1c(C(=O)N2CCCC2)sc(NC(=O)c2ccco2)c1C#N	15%	-1%	-11%	-11%	5%	25%	7%[1.9 µM]
O=c1[nH]c2ccc(Cl)cc2c(-c2ccccc2)c1N1CCN(c2ccccn2)CC1	1%	-5%	0%	-6%	2%	-3%	-9%
Cc1ccc(Cn2cc(/C=N/NC(=O)Cc3nnc(NC(=O)c4ccc(C)cc4)s3)c3ccccc32)cc1	-4%	4%	nt	-1%	4%	-1%	11%

Reprinted at random: two entries already listed, in no set order.
SMILES	HttQ103 aggreg	GAA glycogen mod	LMNA splice mod	aGlu spleen mod	GAA inhib	CBFb RUNX1 block	HTT cytoprotect
CCCCCCCC(=O)N/N=C/c1cccnc1	24%[9.22 µM]	3%	14%	-2%	-1%	2%	12%
COc1ccc(OC)c(NC(=O)c2cc(-c3cc(Cl)ccc3O)n[nH]2)c1	-3%	5%	?	-9%	?	-7%	0%

New compounds follow:
SMILES	HttQ103 aggreg	GAA glycogen mod	LMNA splice mod	aGlu spleen mod	GAA inhib	CBFb RUNX1 block	HTT cytoprotect
Cc1ccc(C)c(N=Cc2cc3c(cc2[N+](=O)[O-])OCO3)c1	15%	-6%	nt	-14%	1%	-9%	-38%[inhibitor]
CCCOc1ccc(N2C(=O)CC(N(CCc3ccc(OC)c(OC)c3)C(=S)Nc3ccccc3)C2=O)cc1 (centres undefined)	-5%	-3%	?	-5%	-4%	-6%	6%[1.9 µM]
CCOc1ccc(NC(=O)C[n+]2ccccc2)cc1	-4%	2%	-7%	-9%	2%	3%	7%[10 µM]
CN(C(=O)CSC1=NCCS1)c1ccccc1	-2%[9.22 µM]	-4%	-8%	-10%	-2%	-1%	20%
CN(C)c1nc(N(C)C)n(C(=O)c2cccs2)n1	11%	8%	?	-10%	8%	6%	nt
Cc1cc([N+](=O)[O-])ccc1NC(=O)C1CCCO1 (centres undefined)	-6%	5%	-1%	5%	-3%	-2%	1%[10 µM]
CC(C)CCOC(=O)/C(=C/c1ccco1)NC(=O)/C=C/c1ccccc1	?	-11%	4%	0%	-4%	-8%	-19%
Cc1cnc([N+](=O)[O-])n1CCOC(=O)NC(=O)c1c(F)cccc1F	-9%	0%	?	1%	-7%	-2%	-14%
COc1ccccc1C(=O)N=Nc1c(O)[nH]c2ccc([N+](=O)[O-])cc12	13%	1%	?	-4%	2%	-10%	-13%[10 µM]
CCOC(=O)C1=C(O)C(=O)N(c2ccc(S(N)(=O)=O)cc2)C1c1ccc(OC)cc1OC (centres undefined)	13%	-12%	2%	2%	4%	1%	3%
CCCCC/C=C\C/C=C\C/C=C\C/C=C\CCCCCC(=O)NCCc1ccc(O)c(O)c1	nt	nt	nt	-4%	nt	-11%	-7%
CCOC(=O)c1c(NC(=O)c2cccs2)sc(C)c1CC	9%	-4%	13%	-1%	-3%	?	3%
Cc1ccc([N+](=O)[O-])cc1NC(=O)CN1CCCCC1	-8%	7%	11%[0.0737 µM]	-3%	0%	4%	-2%
Cc1ccc(-n2c(C)c3c(C)nnc(C)c3c2C)cc1C	-20%	?	-7%	-6%	-1%	-9%	3%
Oc1c(Br)cc(Br)cc1C=NCc1ccc(F)cc1	7%	-1%	?	3%	-3%	-15%	5%
CCc1nc(SCC(=O)N2CCN(c3ccccc3)CC2)c2oc3ccccc3c2n1	?	-8%	?	-7%	-9%	-3%	-83%[inhibitor]
Cc1ccc(S(=O)(=O)N2CCN(c3ccc4nnc(-c5ccccc5)n4n3)CC2)cc1	-6%	-15%	10%	-2%	?	-3%	-23%
CC(=O)Nc1ccc(OCC(O)CN2CCN(c3ccc(C)c(Cl)c3)CC2)cc1 (centres undefined)	?	25%	-11%	-13%	-8%	-4%	5%[0.074 µM]
CCCCOC(=O)c1nc(Cl)c(Cl)c(N)c1Cl	-9%	-8%	-18%	-12%	-4%	-2%	7%[1.9 µM]
Cc1nn(C(=O)N2CCOCC2)c(C)c1C	0%	-2%	-3%	-5%	0%	1%	-21%[10 µM]

Reformatted: entries from further up
Under each structure: HttQ103 aggreg	GAA glycogen mod	LMNA splice mod	aGlu spleen mod	GAA inhib	CBFb RUNX1 block	HTT cytoprotect
Oc1c(Br)cc(Br)cc1C=NCc1ccc(F)cc1
 : 7%	-1%	?	3%	-3%	-15%	5%
CCc1nc(SCC(=O)N2CCN(c3ccccc3)CC2)c2oc3ccccc3c2n1
 : ?	-8%	?	-7%	-9%	-3%	-83%[inhibitor]
Cc1ccc(S(=O)(=O)N2CCN(c3ccc4nnc(-c5ccccc5)n4n3)CC2)cc1
 : -6%	-15%	10%	-2%	?	-3%	-23%
CC(=O)Nc1ccc(OCC(O)CN2CCN(c3ccc(C)c(Cl)c3)CC2)cc1 (centres undefined)
 : ?	25%	-11%	-13%	-8%	-4%	5%[0.074 µM]

Next part.
SMILES	HttQ103 aggreg	GAA glycogen mod	LMNA splice mod	aGlu spleen mod	GAA inhib	CBFb RUNX1 block	HTT cytoprotect
Cc1ccc(NS(=O)(=O)c2ccc(OCC(=O)N3CCOCC3)cc2)cc1	-5%	10%	-14%	-2%	?	5%	-1%
Cc1nn(-c2ccccc2)c(C)c1/C=N/n1c(-c2ccccc2Br)n[nH]c1=S	22%[9.22 µM]	-19%	nt	10%	nt	7%	9%[10 µM]
Cc1ccc2c(c1)N(CC(=O)O)C(=O)CO2	?	5%	-2%	-11%	-4%	4%	8%
CN1CCN(NC(=S)Nc2ccc(Oc3ccccc3)cc2)CC1	-20%	-3%	nt	4%	1%	3%	27%
CN(C)c1ccc(C(=O)Nc2cc(C(F)(F)F)ccc2-n2cncn2)cc1	5%	?	13%	-7%	-5%	10%	-4%
CCOc1ccc(N2C(=O)CC(N(CCc3ccc(OC)c(OC)c3)C(=O)/C=C/C(=O)O)C2=O)cc1 (centres undefined)	-11%[9.22 µM]	3%	nt	-10%	nt	8%	17%[10 µM]
Cc1cc(OCc2ccccc2)ccc1/C(O)=C1/C(=O)C(=O)N(Cc2cccnc2)C1c1ccncc1 (centres undefined)	-12%[9.22 µM]	-3%	nt	6%	-8%	8%	0%[10 µM]
Nc1c(C(=O)O)sc2nc(-c3ccccc3)cc(-c3ccc(Cl)cc3)c12	5%[9.22 µM]	5%	nt	0%	nt	-4%	0%[10 µM]
Cc1nnc(SC/C=C/c2ccccc2)n(N)c1=O	9%	-5%	13%[46 µM]	nt	-6%	14%	-49%[inhibitor]
CC(C)CCNC(=O)C(C)N(C(=O)c1snc(C(N)=O)c1N)c1cnc2ccccc2c1 (centres undefined)	14%	-5%	nt	-20%	4%	-3%	16%
CN1C(=O)C(c2nnc(Nc3cccc4ccccc34)s2)C2CC1(C)Oc1ccccc12 (centres undefined)	-14%	-6%	?	-7%	3%	-2%	29%[10 µM]
